# Source: PubChem (National Center for Advancing Translational Sciences (NCATS))
# HepG2 tox: counter-screen for TGF-b inhibitors: cytotoxicity in HepG2 cells; Potency, µM (top dose mostly 46.1 µM), inactives show at the highest dose activity change, negative = cytotoxicity, most hits filed as cytotoxic; HepG2 CAGA-GFP viability, ATP luminescence, 18 h; hit rate 0.76% among 410,000; note: potency is the fitted concentration of half-maximal effect; some results filed as inactive show a strong effect at the top dose
#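 CellTiter-Glo luminescence gave cytotoxicity after 18 hours at 37 degrees C. The cells were HepG2 CAGA-GFP in 1% FBS DMEM, stimulated with 500 pg/mL TGF-beta after compound addition. %Activity was normalised to no-cell wells (complete cell-killing) and DMSO (no toxicity), and curves were fitted and classified.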
# HT1080 IDH1KD tx: HT-1080 IDH1 knockdown cell toxicity (counter line). hit rate 2% among 360,000. Potency, µM (highest dose often 46.1 µM), without a hit: at the top dose activity, negative = toxicity, most hits filed as cytotoxic. HT-1080 IDH1 knockdown viability, ATP luminescence, 48 h;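 note: potency is the fitted concentration of half-maximal effect; 0% = DMSO wells and -100% = cell-free medium wells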
#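 After a 2 h attachment period, IDH1KD HT-1080 cells took pin-transferred compound for 48 h at 37 °C; ATP-based luminescence after 10 min room-temperature reagent incubation reported viability.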
# HT1080NT lethal: kills 2HG-producing HT-1080-NT fibrosarcoma cells; HT-1080-NT fibrosarcoma viability, CellTiter-Glo ATP luminescence, 48 h; Potency, µM (highest dose often 46.1 µM), for inactives: top-dose activity, negative = less viability, actives largely listed as cytotoxic; hit rate 1.6% among 360,000;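 note: NT is the 2HG producing partner of a matched IDH1 knockdown line; potency is the fitted concentration of half-maximal effect; 0% = DMSO-treated cells and -100% = media-only wells without cells; nearly all actives have a fitted effect of over 55% in size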
#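 Viability of the 2HG-overproducing fibrosarcoma line after 48 hours of compound exposure at 37 degrees C was determined by luminescence with CellTiter-Glo, and concentration-effect curves were then fitted and categorized.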
# IL-1B inflam inh: blocks inflammasome-driven IL-1 beta release; THP-1 LPS/ATP IL-1B secretion, AlphaLISA, 16 h; hits give low values; activity change, % at 57.5 µM; hit rate 4.7% among 360,000; AID 743279; in the data active = activity change below about -50%; inconclusive = mostly about -30% to -49%; note: % is set by controls: 0 for no effect and ±100 for the full control effect
#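 Secreted IL-1B measured by AlphaLISA bead assay after 16 h compound exposure of THP-1 cells; compounds (final up to 57.5 uM) added 1 h before LPS (250 ng/mL) and ATP (1.25 mM) stimulation; lower signal means less secretion.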
# S2 tox: viability counter-screen for ATXN expression inhibitors; S2 cells (HEK-293 line with an ATXN2-luciferase reporter) viability, CellTiter-Fluor protease fluorescence, 24 h; Potency, µM (titrated, usually from 56.7 µM), actives largely listed as cytotoxic; hit rate 0.49% among 400,000; AID 651635; note: potency is the fitted concentration of half-maximal effect; nearly all actives have a fitted effect of over 40% in size
# KB-3-1 cytotox: kills parental KB-3-1 adenocarcinoma cells; KB-3-1 viability, CellTiter-Glo ATP luminescence, 72 h; Potency, µM (series often up to 46.1 µM), inactives show at the highest dose activity change, negative = cytotoxic, hits mostly cytotoxic; hit rate 1.4% among 400,000; AID 1347075; note: potency is the fitted concentration of half-maximal effect; % is set by controls: 0 for no effect and ±100 for the full control effect; nearly all actives have a fitted effect of over 60% in size
#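 Using CellTiter-Glo luminescence, growth of non-resistant KB-3-1 adenocarcinoma cells is assessed 72 h after pin-tool compound addition at 37 °C. Normalized responses across the concentration series yield fitted curves.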
# SW480 rereplic: DNA re-replication induction in SW480 cells; SW480 DNA re-replication, Hoechst DNA content imaging, 48 h; Potency, µM (titrated, usually from 46.1 µM), for inactives: at the highest dose re-replication activation, hits mostly activators; hit rate 1.8% among 340,000; AID 624297; note: potency is the fitted concentration of half-maximal effect; % of control where 0% means no effect; nearly all actives have a fitted effect of over 55% in size
#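 Hoechst fluorescence of nuclei (405 nm excitation, 500-530 nm emission) measured by plate-scanning imager after 48 hr compound exposure at 37 C; re-replication scored as increased number of nuclei with elevated intensity.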
# MCF10A rerep: DNA re-replication induction in MCF 10a cells. MCF 10A DNA re-replication, Hoechst nuclear intensity, 48 h. Potency, µM (highest dose often 46.1 µM), inactives show top-dose activity, positive = re-replication, hits mostly activators. hit rate 2.9% among 350,000. AID 624296; note: potency is the fitted concentration of half-maximal effect; % of control where 0% means no effect; nearly all actives have a fitted effect of over 50% in size
# ATXN2 expr inh: reduces ATXN2 reporter expression in HEK-293 cells. Potency, µM (top dose mostly 57 µM), for the others: top-dose activity change, negative = inhibition, hits mostly inhibitors. hit rate 0.72% among 360,000. HEK-293 ATXN2-luciferase reporter, luminescence, 24 h; note: potency is the fitted concentration of half-maximal effect; % is set by controls: 0 for no effect and ±100 for the full control effect; nearly all actives have a fitted effect of over 55% in size
#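 ATXN2-luciferase reporter cells (luciferase flanked by upstream and downstream ATXN2 gene portions) were treated 24 h at 37 °C with compounds at up to 57 uM. SteadyGlo luminescence gave expression; GF-AFC fluorescence gave viability.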
# Active calls of the source: *; i = inactive; ? = inconclusive; nt = no result given; & = joins results of further samples; [ ] = dose if it differs, or a comment. Unless noted, calls come from the whole dose curve; as a rule, active = well fitted curve in the direction sought with a large enough effect; inconclusive = small, poorly fitted or top-dose-only effect, or another doubt; inactive = no such curve, though single readings can be large; an effect the other way counts as inactive or inconclusive.
SMILES,HepG2 tox,HT1080 IDH1KD tx,HT1080NT lethal,IL-1B inflam inh,S2 tox,KB-3-1 cytotox,SW480 rereplic,MCF10A rerep,ATXN2 expr inh
Cc1cccc(NC(=O)CNC(=O)Cc2ccc(S(=O)(=O)N3CCOCC3)s2)c1C,-5.2%,-1.9%,-0.1%,9.5,i,1.1%,-28.4%,3.9%,nt
Cc1ccc(C(=O)Nc2nc(=O)n(C(=O)C3CC3)s2)cc1,3.8%,-10.3%,-2.4%,?,i,2.7%,-3.9%,9.1%,-0.4%
Cc1cccc(OCc2nnc(SCC(=O)NC3CCCC3)n2C)c1,-2.0%,6.6%,9.2%,-0.5,i,12.4%,-7.6%,0.8%,3.3%
COc1cccc(CNC(=O)c2cccc(NC(=O)C3=C(C)OCCS3)c2)c1,0.7%,-7.1%,-0.3%,-13.5,?,11.7%,0.3%,-1.0%,-3.5%
Cc1cc2cc(CNS(=O)(=O)N(C)C)ccc2[nH]1,-8.5%,0.8%,-0.6%,9.9,i,10.1%,-10.2%,4.2%,-7.8%
COc1ccc2c(C)cc(SCC(=O)Nc3ncc(Cl)cc3Cl)nc2c1,-4.0%,-3.5%,0.6%,0.0,i,3.4%,-1.2%,22.2%,3.8%
CCCNC(=O)NC(=O)CSc1cccc(C(F)(F)F)c1,1.3%,2.2%,1.9%,5.4,i,3.4%,-6.2%,-1.4%,nt
CC(C)c1ccc(Nc2c(-c3ccccn3)nc3ccccn23)cc1,10µM*,nt,nt,nt,?,?,nt,nt,?
Cc1ccc(NC(=O)C2CCCO2)cc1[N+](=O)[O-] (configuration not stated),-5.2%,11.4%,7.8%,-7.1,i,12.9%,-3.5%,-3.1%,18.5%
CCN1CCN(c2ccc(S(=O)(=O)N3CCOCC3)cc2NC(=O)/C=C/c2ccc([N+](=O)[O-])cc2)CC1,-21.9%,-6.1%,-6.4%,-106.0*,i,7.7%,?,?,-13.6%
C[C@@H]1CNC(=O)c2c(C(=O)NCC(=O)OC(C)(C)C)ncn21,2.1%,9.4%,16.6%,-2.7,i,9.9%,nt,nt,-3.3%
O=C(NNC(=O)c1ccccc1Br)c1cccc(Cl)c1,1.0%,-4.9%,-15.9%,-5.6,i,3.3%,-18.3%,-5.5%,27.8%
CCn1c2ccccc2c2nc3cc(C(=O)O)ccc3nc21,-34.2%,?,?,-55.6*,nt,-14.5%,-19.7%,?,-31.7%
O=c1[nH]c(NCCO)nc2c1C1(CCCCC1)Cc1ccccc1-2,0.0%,4.5%[9.24 µM],?,0.0,i,10.2%,-3.5%,14.8%,6.9%
O=C(COC(=O)c1ccc(S(=O)(=O)N2CCOCC2)cc1)NCc1ccco1,-8.8%,-13.5%,-0.8%,-19.8,i,-1.1%,nt,nt,nt
COc1cc(C(=O)Nc2nc(-c3ccc(Cl)cc3)c(C)s2)ccc1OCC(=O)Nc1ccc(F)cc1,-52.6%,?,?,5.7,nt,13µM*,nt,?,?
Oc1ccc(-c2nccc(-c3ccccn3)n2)cc1,-6.1%,5.9%,17.3%,?,i,25.4%,-15.0%,3.4%,64.2%[activator]
Cc1cc(C(=O)COC(=O)C2=COCCO2)c(C)n1-c1ccc2c(c1)OCO2,-16.9%,-11.4%,-8.9%,-2.1,i,-2.1%,-1.4%,-1.7%,38.0%
O=C(NCCCN1CCCC1)c1ccc2c(c1)N(Cc1cccc(Cl)c1)C(=O)c1ccccc1S2(=O)=O,-22.7%,-0.6%,-2.1%,-9.8,?,6.0%,nt,nt,nt
c1ccc(OCCn2cnc3ccccc32)cc1,-40.1%,16.5%,3.3%,-3.9,i,0.5%,-4.0%,-2.2%,21.2%
Cc1cccc(NC(=O)Cn2c(O)c(N=NC(=O)c3ccccc3O)c3ccccc32)c1,-1.4%,?,?,5.3,?,-9.9%,-3.3%,?,?
COc1cc(C(=O)OC(C)CN2CCN(C)CC2)cc(OC)c1OC (configuration not stated),-22.6%,5.8%,6.3%,-14.5,i,20.2%,-17.8%,-8.4%,-3.1%
FC(F)(F)c1ccc2nnc(-c3c(Cl)cccc3Cl)n2c1,-11.2%,-0.5%,4.5%,-20.5,?,8.1%,-1.4%,-1.0%,4.2%
C/C(CCc1ccccc1)=N\NC(=O)c1ccccc1,-1.3%,6.5%,5.0%,12.6,i,11.1%,0.0%,-6.3%,nt
Cc1ccc(S(=O)(=O)N2CCN(C3CC(=O)N(Cc4ccccc4)C3=O)CC2)cc1C (configuration not stated),-2.1%,-10.5%,0.4%,0.6,i,-2.8%,19.9%,5.8%,-9.3%

# An excerpt from above in order of SMILES length, high to low.
SMILES,HepG2 tox,HT1080 IDH1KD tx,HT1080NT lethal,IL-1B inflam inh,S2 tox,KB-3-1 cytotox,SW480 rereplic,MCF10A rerep,ATXN2 expr inh
CCN1CCN(c2ccc(S(=O)(=O)N3CCOCC3)cc2NC(=O)/C=C/c2ccc([N+](=O)[O-])cc2)CC1,-21.9%,-6.1%,-6.4%,-106.0*,i,7.7%,?,?,-13.6%
COc1ccc2c(C)cc(SCC(=O)Nc3ncc(Cl)cc3Cl)nc2c1,-4.0%,-3.5%,0.6%,0.0,i,3.4%,-1.2%,22.2%,3.8%
FC(F)(F)c1ccc2nnc(-c3c(Cl)cccc3Cl)n2c1,-11.2%,-0.5%,4.5%,-20.5,?,8.1%,-1.4%,-1.0%,4.2%
CCn1c2ccccc2c2nc3cc(C(=O)O)ccc3nc21,-34.2%,?,?,-55.6*,nt,-14.5%,-19.7%,?,-31.7%
O=C(NNC(=O)c1ccccc1Br)c1cccc(Cl)c1,1.0%,-4.9%,-15.9%,-5.6,i,3.3%,-18.3%,-5.5%,27.8%
Oc1ccc(-c2nccc(-c3ccccn3)n2)cc1,-6.1%,5.9%,17.3%,?,i,25.4%,-15.0%,3.4%,64.2%[activator]
c1ccc(OCCn2cnc3ccccc32)cc1,-40.1%,16.5%,3.3%,-3.9,i,0.5%,-4.0%,-2.2%,21.2%

# (listing goes on)
SMILES,HepG2 tox,HT1080 IDH1KD tx,HT1080NT lethal,IL-1B inflam inh,S2 tox,KB-3-1 cytotox,SW480 rereplic,MCF10A rerep,ATXN2 expr inh
CCCCOC(=O)CCn1c(=S)oc2ccccc21,19.8%,1.8%,7.1%,0.0,i,16.6%,0.0%,1.5%,1.4%
COc1ccc2[nH]c(C(=O)Nc3ccc(C)c(F)c3)cc2c1,19.4%,12.9%,15.5%,-12.0,i,0.3%,-3.7%,2.8%,8.3%
CCN(C(=O)CSc1nc2cc(Cl)ccc2c(=O)n1CC(C)C)C1CCS(=O)(=O)C1 (configuration not stated),-29.2%,3.2%,-1.2%,8.5,i,-0.4%,-8.4%,0.9%,-3.7%
O=C(CCc1c[nH]c2ccccc12)NCCc1ccc(O)cc1,-3.9%,6.3%,0.3%,20.3,i,5.7%,-3.2%,0.7%,-6.5%
C=C(C)Cn1c(Sc2nc3ccccc3[nH]2)nc2c1c(=O)[nH]c(=O)n2C,-1.6%,2.9%,-0.9%,-13.6,i,18.1%,-23.1%,-0.6%,5.6%
COc1ccc(C(=O)NCCn2cc(SCc3cccc(F)c3)c3ccccc32)cc1OC,-21.8%,nt,nt,nt,?,?,nt,nt,17.8µM*
Cc1ccc(N2C(=O)c3ccc(C(=O)N4CCN(c5cccc(C)c5C)CC4)cc3C2=O)cc1,-3.9%,4.3%,-1.0%,0.0,i,11.3%,-20.9%,-181.0%[0.0737 µM],-8.8%
CCOC(=O)C1C(=O)NC(N2CCCCC2)=NC1C(C)C (configuration not stated),-12.4%,-8.1%,-8.4%,12.2,i,-7.3%,-1.2%,-3.4%,-4.7%
CN(C1=C(NC(=O)c2ccccc2)C(=O)c2ccccc2C1=O)C1CCS(=O)(=O)C1 (configuration not stated),17.8µM*,-24.3%,?,?,31.6µM*,?,?,23.1µM*,?
COCCCN(C(=S)NC(=O)C(C)(C)C)c1c(N)n(Cc2ccccc2)c(=O)[nH]c1=O,-4.5%,-1.7%,-4.7%,10.8,i,?,?,-1.8%,17.7%
Cn1c(=O)c2[nH]c(CN3CCN(Cc4ccccc4)CC3)nc2n(C)c1=O,3.1%,0.1%,-0.6%,11.8,i,9.3%,-2.3%,-1.7%,4.0%
Cc1nc2c(-c3ccccc3)c(C)nn2c(C)c1CCC(=O)N1CCN(c2ccc(F)cc2)CC1,0.4%,nt,nt,nt,i,4.2%,nt,nt,9.5%
COCc1c(C(=O)Nc2cccc(S(=O)(=O)N3CCCCC3)c2)oc2ccccc12,-46.2%,-6.8%,-1.6%,-5.6,i,-27.2%,-0.2%,11.0%,-17.4%
CSc1ccc(CN(C)C(=O)c2cc(=O)c3ccccc3o2)cc1,-98.4%,-2.0%,-7.8%,-17.6,i,11.8%,-8.9%,4.4%,-0.7%
S=C(NC1CCCCC1)N1CCc2ccccc2C1,-9.5%,?,-9.4%,6.4,i,?,6.4%,-61.5%[inhibitor],14.7%
COc1cc(/C=N/NC(=O)c2cccnc2)ccc1OC(=O)c1ccc([N+](=O)[O-])cc1,-1.9%,1.2%,1.7%,2.3,i,-0.4%,-5.7%,-2.1%,-12.9%[11.3 µM]
CCOC(=O)c1c(C)oc2nc(C)nc(N(CC(C)C)CC(C)C)c12,-42.6%,nt,nt,nt,?,3.4%,nt,nt,?
COC(=O)c1cc(C)[nH]c2c(C)cc3nc4ccccc4c3c12,-7.0%,?,?,-97.7*,i,-10.9%,?,20.6µM*,-12.3%
C[C@@H](CN=[N+]=[N-])CN1CC[C@H](O)CCC1=O,-4.3%&9.3%,-6.5%,-1.7%,5.6,i,15.4%&-2.4%,-25.0%,-6.8%,-1.9%

# Just MCF10A rerep and ATXN2 expr inh, for two of the compounds above:
Molecule	MCF10A rerep	ATXN2 expr inh
Cc1cccc(NC(=O)CNC(=O)Cc2ccc(S(=O)(=O)N3CCOCC3)s2)c1C	3.9%	nt
Cc1ccc(C(=O)Nc2nc(=O)n(C(=O)C3CC3)s2)cc1	9.1%	-0.4%
